Source: PubChem BioAssay
TSHR antag – blocks TSH signaling through the human TSH receptor | P16473 | TSHR-expressing cells, TSH-stimulated cAMP HTRF, 2 h; hits give low values | activity change, negative = inhibition, % at 11.5 µM | actives 0.2% (n = 330,000) | AID 504810;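 active means activity change below a set negative limit, meaning inhibition stronger than a set level, cut at about -70% in these data; inconclusive means activity change between two set negative limits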; further: on the % scale 0 is the no-effect control and ±100 the full control effect
Target sequence (P16473 whole entry, looked up): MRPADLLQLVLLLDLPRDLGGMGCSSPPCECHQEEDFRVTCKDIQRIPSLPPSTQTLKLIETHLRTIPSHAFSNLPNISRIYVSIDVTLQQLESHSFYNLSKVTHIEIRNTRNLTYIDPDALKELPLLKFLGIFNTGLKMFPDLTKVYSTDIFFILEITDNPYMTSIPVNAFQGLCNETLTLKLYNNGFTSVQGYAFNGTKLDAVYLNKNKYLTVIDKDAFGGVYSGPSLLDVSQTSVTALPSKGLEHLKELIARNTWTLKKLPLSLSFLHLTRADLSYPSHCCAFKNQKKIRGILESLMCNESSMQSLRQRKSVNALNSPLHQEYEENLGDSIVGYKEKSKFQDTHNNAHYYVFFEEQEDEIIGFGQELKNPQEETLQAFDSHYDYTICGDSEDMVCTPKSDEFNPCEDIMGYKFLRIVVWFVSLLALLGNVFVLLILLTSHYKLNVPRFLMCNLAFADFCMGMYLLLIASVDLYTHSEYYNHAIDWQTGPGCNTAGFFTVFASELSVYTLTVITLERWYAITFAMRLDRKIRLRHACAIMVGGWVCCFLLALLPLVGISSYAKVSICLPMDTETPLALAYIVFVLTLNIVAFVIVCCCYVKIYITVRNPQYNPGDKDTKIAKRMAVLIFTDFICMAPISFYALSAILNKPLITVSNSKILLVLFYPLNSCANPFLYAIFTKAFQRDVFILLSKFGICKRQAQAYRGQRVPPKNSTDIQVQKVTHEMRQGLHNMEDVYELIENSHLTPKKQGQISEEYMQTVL
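TSHR-expressing cells were treated with compounds, then stimulated with TSH at EC80 (4nM final) for 2 hours at 37 deg C. Cellular cAMP was measured by HTRF competition between lysate cAMP and cAMP-d2 for a cryptate-labelled anti-cAMP antibody.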
Eya2 phos inh – blocks the phosphatase activity of human Eya2 | O00167 | recombinant Eya2, OMFP fluorescence dephosphorylation (OMFP is methylfluorescein phosphate) | Potency, µM (series often up to 76.9 µM), inactives show at the top dose activity, negative = inhibition, usual class: inhibitors | actives 0.006% (n = 330,000) | AID 488837; further: potency means the concentration at half of the fitted maximal effect; on the % scale 0 is the no-effect control and ±100 the full control effect
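Eya2 protein (added as 0.2 uM solution) was preincubated with compound for 10 min at ambient temperature in 50 mM HEPES pH 7.5, 50 mM NaCl, 5 uM MgCl2, 0.05% BSA, 1 mM DTT. OMFP (added at 50 uM) then reacted 10 min; fluorescence read at 485/525 nm.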
A-T KAP1 phos – candidate therapy for ataxia-telangiectasia; AID 485349; […] A-T fibroblasts, KAP-1 phosphorylation AlphaLISA; neocarzinostatin DNA damage 30 min before lysis; Potency, µM (highest dose often 57.5 µM), inactives show at the top dose activation, actives largely listed as activators; actives 0.19% (n = 320,000); further: potency means the concentration at half of the fitted maximal effect; % of control where 0% means no effect; nearly all actives have a fitted effect of over 45% in size
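hTERT-immortalized A-T patient fibroblasts ([…]), 500 cells/well in OPTI-MEM, 1% FBS, got compounds for 60 min, then NCS for 30 min at 37C. Lysates were then assayed for phospho-KAP-1 by AlphaLISA (anti-pKAP1 donor, anti-KAP1 acceptor beads), 6 hr at 25C.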
ELG1 DNA repair – ELG1-dependent DNA repair inhibition; actives 2.3% (n = 330,000); Potency, µM (top dose mostly 46.1 µM), for inactives: at the top dose activity change, negative = inhibition, actives largely listed as inhibitors; HEK293T ELG1-luciferase reporter, luminescence, 16 h; DNA damage induced by 5-fluorouridine; AID 504467; further: potency means the concentration at half of the fitted maximal effect; on the % scale 0 is the no-effect control and ±100 the full control effect; nearly all actives have a fitted effect of over 55% in size
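In this reporter screen, reduction of luminescence relative to DMSO vehicle indicated activity. Compounds and 5-fluorouridine were added together to 2,000 cells per well, incubated for 16 hr at 37 °C, then developed with ONE-Glo.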
KCNH2 3.1 block – inhibitors of human KCNH2 3.1 potassium channel isoform; U2OS KCNH2 3.1, thallium flux FluxOr; hits give low values; activity change, % (tested at about 1.8 µM); actives 0.95% (n = 340,000);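 active means maximum activity change below -70%; inconclusive means maximum activity change from -70% to -50%; inactive means maximum activity change above -50%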;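 further: thallium influx rate constant from kinetic fluorescence after stimulation buffer; on the % scale 0 is the no-effect control and ±100 the full control effect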
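U2OS cells transduced with KCNH2 3.1 mutant virus (1.77 x 10^8 /mL, 4 h), plated overnight at 37 C, loaded 45 min with FluxOr dye plus Red40 quencher. Thallium flux rate constant from kinetic reads after stimulation buffer, normalised to controls.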
TRPV1 agonist – agonists of human vanilloid receptor 1 (TRPV1); Q8NER1; TRPV1-expressing cells, Fluo-8 calcium influx, agonist mode; activation, % at 8.33 µM; actives 0.19% (n = 320,000); AID 540275; in the data active means activation above about 80%; inconclusive means between about 30% and that limit; further: 0% is about no effect
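Fluo-8 calcium influx in TRPV1-expressing cells, kinetic read (ex 480/em 520 nm). Compound added and read 3 min for agonist activity, followed by capsaicin at EC20 final and 2 min further read for enhancement.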
Mito fusion yeast – mitochondrial division inhibition or fusion activation. S. cerevisiae fusion-defective mutant growth rescue, CellTiterGlo 48 h. actives 0.23% (n = 320,000). Potency, µM (titrated, usually from 46.1 µM), without a hit: top-dose growth rescue (activation), hits mostly activators;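 further: potency means the concentration at half of the fitted maximal effect; % of control where 0% means no effect; nearly all actives have a fitted effect of over 45% in size; temperature-sensitive fusion mutants such as fzo1-1 at 37 °C on non-fermentable ethanol glycerol medium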
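Luminescent cell viability in 1536-well qHTS format served as the measure of rescued growth in ts fusion-mutant S. cerevisiae cultured on non-fermentable YPEG for 48 hours at 37C.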
USP2a inh – blocks human ubiquitin-specific protease USP2a | O75604 | USP2 core, Ub-CHOP2 coupled fluorogenic reporter, 485/531 | Potency, µM (doses to about 38.3 µM), without a hit: at the top dose activity change, negative = inhibition, actives largely listed as inhibitors | actives 0.01% (n = 330,000) | AID 463254;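 further: potency means the concentration at half of the fitted maximal effect; plate controls were DMSO wells for no effect and full inhibition by NEM control for full effect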
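Deubiquitinase activity read as fluorescence (485/531 nm) after Ub-CHOP2 cleavage activates the enterokinase reporter on its substrate; USP2 core 10nM, Ub-CHOP2 and substrate 25nM each, 30min compound preincubation then 60min RT; data normalized to NEM, curves fitted.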
TCR activator – T cell receptor activation. 330,000 tested, under 10 active. primary human leukocytes, anti-CD3, IL-2 HTRF, 48 h. Potency, µM (top dose mostly 9.22 µM), without a hit: at the top dose activation of IL-2 secretion, usual class: activators; further: % of control where 0% means no effect
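1) Mix primary human leukocytes, a-CD3 beads and compound. 2) Incubate 48 hr. 3) Add HTRF IL-2 reagents (a-IL-2-K, a-IL-2-d2).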
KCNH2 WT inh – KCNH2 (human, wildtype) channel inhibition; actives 0.37% (n = 340,000); Q12809; U2OS, BacMam KCNH2, thallium flux FluxOr; hits give low values; activity change, % at 1.84 µM;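 active means maximum activity change below -70%; inconclusive means maximum activity change between -70% and -50%; inactive means maximum activity change above -50%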; further: on the % scale 0 is the no-effect control and ±100 the full control effect
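U2OS cells transduced with wild-type KCNH2 virus are loaded with FluxOr dye for 45 min, and thallium flux is measured in kinetic reads before and after stimulation buffer. Rate constants are normalized to DMSO controls.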
* = called active by the depositor; u = inconclusive; x = not tested or not shown; & = joins results of further samples; [ ] = another dose, or the depositor's remark. Unless noted, the call rests on the fitted dose curve; in most records, active means well fitted curve in the direction sought with a large enough effect; inconclusive means small, poorly fitted or top-dose-only effect, or another doubt; inactive means no such curve, though single readings can be large; an effect the other way counts as inactive or inconclusive. This is a subset; the hit share may differ from the screen's.

1) Cc1cc2c(cc1S(=O)(=O)N1CCN(c3ccccc3)CC1)OCCN2C
2) CCOc1ccc(CCNC(=O)CS(=O)Cc2nc(-c3ccc(OC)c(OC)c3)oc2C)cc1OCC (configuration not stated)
3) CCOc1ccc(CCNC(=O)c2cccc(N3CCCC3=O)c2)cc1OCC
4) COc1cccc(OCc2nnc(-c3cccs3)o2)c1
5) CCC/C(C#Cc1ccsc1)=C1/c2ccccc2C(=O)N1c1ccccc1
6) COC(C(=O)Nc1c(F)cccc1F)c1ccccc1 (configuration not stated)
7) COc1ccc2c(c1)OC[C@H]1[C@H]2N2C(=O)c3cc(OC)c(OC)cc3NC(=O)[C@@]2(C)[C@H]1c1ccccc1
8) Cc1ccc(-n2ncc3c(=O)n(CC#N)cnc32)cc1
assay / compound	1	2	3	4	5	6	7	8
TSHR antag	-1	57	-3	-12	26	4	-4	-2
Eya2 phos inh	-2%	-1%	-22%	-3%	28%	12%	1%	-6%
A-T KAP1 phos	-12%	-6%	1%	5%	7%	1%	7%	-1%
ELG1 DNA repair	3%	u	-17%	u	u	0%	u	11%
KCNH2 3.1 block	10	-20	13	x	x	-1	-8	-10
TRPV1 agonist	4	-1	3	3	x	2	0	-2
Mito fusion yeast	1%	4%	0%	20%	x	-2%	-15%	-11%
USP2a inh	1%	3%	4%	3%	-23%	-3%	3%	0%
TCR activator	2%	1%	3%	x	12%	10%	1%	-5%
KCNH2 WT inh	-1	-11	-2	x	x	1	1	19

Continued; it opens with the 4 that closed the last part.
5) CCC/C(C#Cc1ccsc1)=C1/c2ccccc2C(=O)N1c1ccccc1
6) COC(C(=O)Nc1c(F)cccc1F)c1ccccc1 (configuration not stated)
7) COc1ccc2c(c1)OC[C@H]1[C@H]2N2C(=O)c3cc(OC)c(OC)cc3NC(=O)[C@@]2(C)[C@H]1c1ccccc1
8) Cc1ccc(-n2ncc3c(=O)n(CC#N)cnc32)cc1
9) O=C(COc1ccc(F)cc1Br)N1CCN(S(=O)(=O)/C=C/c2ccccc2)CC1
10) COc1cc(S(=O)(=O)n2ccnc2)ccc1Br
11) O=C(NCc1ccc(Cl)cc1)c1ccc(CS(=O)Cc2cccc(Cl)c2)o1 (configuration not stated)
12) Cc1ccc(N2C(=O)N(CC(=O)NC(c3ccccc3)c3ccccc3)C(=O)C2C)cc1 (configuration not stated)
13) CCCCc1cc(=O)oc2cc(OC(C)C(=O)NCC3CCC(C(=O)O)CC3)c(Cl)cc12 (configuration not stated)
14) Cc1ccc(NC(=O)CN(C)C(=O)/C=C/c2ccc3c(c2)OCO3)cc1
15) CC(C)(Oc1ccc(Cl)cc1)C(=O)Nc1cccnc1
16) CSc1cc(C)n(-c2ccc(Cl)cc2)c(=S)c1C(C)=O
assay / compound	5	6	7	8	9	10	11	12	13	14	15	16
TSHR antag	26	4	-4	-2	-4	7	-6	3	3	3	9	-7
Eya2 phos inh	28%	12%	1%	-6%	-5%	1%	-4%	-3%	1%	3%	4%	19%
A-T KAP1 phos	7%	1%	7%	-1%	1%	-2%	-3%	-1%	-5%	-1%	-2%	-2%
ELG1 DNA repair	u	0%	u	11%	u	12%	-9%	-1%	6%	12%	7%	8%
KCNH2 3.1 block	x	-1	-8	-10	-8	14	5	-16	5	0	-5	5
TRPV1 agonist	x	2	0	-2	0	-1	1	5	-1	2	19	2
Mito fusion yeast	x	-2%	-15%	-11%	0%	-5%	1%	-4%	-1%	0%	1%	3%
USP2a inh	-23%	-3%	3%	0%	1%	1%	3%	4%	1%	1%	0%	4%
TCR activator	12%	10%	1%	-5%	x	-8%	-11%	-1%	-6%	2%	1%	1%
KCNH2 WT inh	x	1	1	19	9	-11	-6	-2	4	-8	8	15

17) O=C(CC12CC3CC(CC(C3)C1)C2)Nc1cccc2ncccc12
18) CN(C)C(=S)Nc1ccc([N+](=O)[O-])cc1
19) O=C(CNC(=O)c1ccc(Cl)c([N+](=O)[O-])c1)OC1CCCCC1=O (configuration not stated)
20) CNC[C@@H]1Oc2c(NC(=O)Nc3ccccc3)cccc2C(=O)N([C@@H](C)CO)C[C@H]1C
21) Cn1c(=O)c2c(nc(SCC(=O)N3CCCCCC3)n2C)n(C)c1=O
22) COc1ccc(-n2nnnc2SCC(=O)Nc2cc(OC)c([N+](=O)[O-])cc2C)cc1
23) N/C(=N\OC(=O)COc1ccc(Cl)cc1Cl)c1ccncc1
24) O=C(Nc1nc2ccc(F)cc2s1)c1ccc(N2CCCC2=O)cc1
assay / compound	17	18	19	20	21	22	23	24
TSHR antag	5	5	-7	-2	-7	-4	-3	19
Eya2 phos inh	-2%	1%	5%	-13%	1%	4%	-7%	-7%
A-T KAP1 phos	0%	-4%	-13%	20%	x	-1%	1%	0%
ELG1 DNA repair	3%	-5%	u	10%	-4%	u	u	u
KCNH2 3.1 block	1	-6	-5	-3	-7	-43	1	-5
TRPV1 agonist	20	4	12	x	-4	11	7	0
Mito fusion yeast	0%	-1%	-5%	x	-5%	-1%	u	-3%
USP2a inh	3%	0%	1%	4%	1%	-2%	3%	-1%
TCR activator	2%	-2%[46.1 µM]	1%	-3%	1%[46.1 µM]	10%	8%	8%
KCNH2 WT inh	-3	-2	-23	0	-6	1	-3	29

Excerpt, compounds 22–24
22) COc1ccc(-n2nnnc2SCC(=O)Nc2cc(OC)c([N+](=O)[O-])cc2C)cc1
23) N/C(=N\OC(=O)COc1ccc(Cl)cc1Cl)c1ccncc1
24) O=C(Nc1nc2ccc(F)cc2s1)c1ccc(N2CCCC2=O)cc1
assay / compound	22	23	24
TSHR antag	-4	-3	19
Eya2 phos inh	4%	-7%	-7%
A-T KAP1 phos	-1%	1%	0%
ELG1 DNA repair	u	u	u
KCNH2 3.1 block	-43	1	-5
TRPV1 agonist	11	7	0
Mito fusion yeast	-1%	u	-3%
USP2a inh	-2%	3%	-1%
TCR activator	10%	8%	8%
KCNH2 WT inh	1	-3	29

Additional structures follow.
25) COc1ccc(NC(=O)Cc2nn(C)c(=O)c3ccccc23)c2ncccc12
26) CCOC(=O)c1c(NC(=O)CSc2ncnc3ccccc23)sc(C(C)=O)c1C
27) O=C(c1cc2cc(F)ccc2[nH]1)N(Cc1cccnc1)CC1CCCN(C2CCCCC2)C1 (configuration not stated)
28) Cc1ccc(Cn2nc(C)c(C(=O)NCC(c3ccc(F)cc3)N3CCOCC3)c2Cl)cc1 (configuration not stated)
29) Cc1cccc(N2CCN(C(=O)c3ccccc3NC(=O)C3CCCCC3C(=O)O)CC2)c1 (configuration not stated)
30) CCOc1ccccc1N1CCN(C(=O)CC(C)C)CC1
31) CN(Cc1ccccc1)S(=O)(=O)c1ccc(NC(=S)NC(=O)C2CCCC2)cc1
32) CCCCc1nnc(NC(=O)c2ccc(OCc3c(C)noc3C)cc2)s1
assay / compound	25	26	27	28	29	30	31	32
TSHR antag	-7	10	-6	-7	0	5	-23	-9
Eya2 phos inh	12%[15.4 µM]	2%	1%	-16%	-3%	-1%	12%	2%
A-T KAP1 phos	9%	10%	2%	-3%	3%	-5%	3%	2%
ELG1 DNA repair	u	15µM*	-3%	u	18%	-4%	16µM*	u
KCNH2 3.1 block	x	40	-109*	1	2	-1	x	-4
TRPV1 agonist	9	8	1	1	-1	4	-5	6
Mito fusion yeast	-1%	3%	19%	17%	-3%	3%	-2%	-2%
USP2a inh	4%	3%	-2%	2%	2%	4%	5%	3%
TCR activator	x	-1%[46.1 µM]	-1%	3%	-8%[46.1 µM]	19%[46.1 µM]	9%	-1%
KCNH2 WT inh	x	2	-25	-8	9	3	4	-8

33) CN(Cc1ccco1)c1ncnc2ccc(-c3ccc4c(c3)OCO4)cc12
34) Cc1cc(N2CCN(c3ccccc3)CC2)n2cc(-c3ccccc3)nc2n1
35) COc1cccc(NC(=O)NC2(C(=O)N3CCC(O)CC3)CCCCC2)c1
36) COc1ccc(N(C(=O)c2ccco2)C(C(=O)NC2CCCC2)c2ccc(N3CCOCC3)cc2)c(OC)c1 (configuration not stated)
assay / compound	33	34	35	36
TSHR antag	19&-8	-5	10	-11
Eya2 phos inh	0%&0%	-7%	-2%	12%
A-T KAP1 phos	7%&-7%	16%	2%	0%
ELG1 DNA repair	u	u	11%	-2%
KCNH2 3.1 block	x	-14	0	5
TRPV1 agonist	u	u	1	1
Mito fusion yeast	15%&5%	15%	-3%	-1%
USP2a inh	0%&-1%	-5%	2%	0%
TCR activator	-3%	-3%	2%	-3%
KCNH2 WT inh	x	5	-4	-1
